# Runt-SMMHC FRET – Runt domain-CBFb-SMMHC interaction inhibition. Q01196+Q13951. Cerulean-Runt/Venus-CBFb-SMMHC FRET ratio 530/480, 1 h. inhibition, % at 20 µM. hit rate 0.74% among 220,000. AID 1434;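 active means mean inhibition across duplicate retests at 20 µM reaching about 50%, limit read from the data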;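 further: 0% = DMSO wells and 100% = wells with excess untagged CBFb-SMMHC; inhibitors lower the FRET ratio by blocking Runt binding to CBFb-SMMHC; some results filed as inactive read as strong as hits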
# p47phox inh – blocks human p47phox regulatory protein of NADPH oxidases; p47phox/p22phox peptide binding, fluorescence polarization, 2 h; hit rate 0.53% among 220,000; inhibition, % at 24.7 µM; AID 1274; P14598;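 active means inhibition above about 30%, limit read from the data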;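 further: 0% = p47phox with labelled peptide and 100% = labelled peptide alone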
# Calpain2 inh – blocks pig calpain II enzyme activity | purified calpain II, fluorogenic peptide substrate, 30 min | inhibition, % at 16 µM | hit rate 0.37% among 220,000 | AID 1236;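 active means inhibition above about 50%, limit read from the data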
# RBBP9 inh – blocks human serine hydrolase RBBP9; O75884; recombinant RBBP9, FP-Rh probe fluorescence polarization; inhibition, % at 7.94 µM; hit rate 0.2% among 220,000;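 active means inhibition above the campaign mean of all tested compounds plus 3 SD, cut at about 14% in these data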;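 further: plate controls were DMSO wells with RBBP9 for no effect and wells lacking RBBP9 protein for full effect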
# Target sequence (O75884 whole entry, looked up): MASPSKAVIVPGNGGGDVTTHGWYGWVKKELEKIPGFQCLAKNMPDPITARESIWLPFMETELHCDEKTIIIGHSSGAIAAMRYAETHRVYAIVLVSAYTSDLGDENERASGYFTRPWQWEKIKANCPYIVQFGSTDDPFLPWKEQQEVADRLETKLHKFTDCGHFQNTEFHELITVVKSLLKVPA
#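 System: RBBP9 protein / Quantity: 2.5 µM RBBP9 dispensing solution, before mixing / Also added: Serine-hydrolase probe FP-Rh, 375 nM pre-mixing / Dosing: 7.94 µM single dose, 0.794% DMSO / Timing: enzyme-compound preincubation 30 min, then probe labeling 45 min, 25 °C / Signal: FP readout at 525/598 nm / Controls: DMSO-treated enzyme wells and wells lacking RBBP9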
# Runt-CBFb FRET – blocks binding of human RUNX1 Runt domain to CBFb | Cerulean-Runt/Venus-CBFb FRET ratio 530/480, 1 h | inhibition, % at 20 µM | hit rate 0.46% among 220,000 | AID 1496;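 active means inhibition over about 50% at 20 µM in the single-dose screen, limit read from the data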;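 further: 0% = DMSO wells and 100% = excess unlabeled CBFb competitor control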
#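 System: Cerulean-labeled Runt domain protein | Quantity: 100 nM of each labeled protein | Schedule: 1 h compound exposure, room temperature | Detection: Fluorescence energy transfer, 422 nm excitation, 530/480 nm emission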
# TbHK1 inh – T. brucei hexokinase 1 inhibition; recombinant TbHK1, G6PDH-coupled NADH A340; inhibition, % at 10 µM; hit rate 0.11% among 220,000; AID 1430;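 active means inhibition of 50% or more in the single-dose primary screen; inactive means inhibition below 50%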
# p97 inhibitor – blocks human p97 ATPase activity; P55072; recombinant p97 ATPase, Kinase-Glo ATP luminescence, 3 h; inhibition, % at 8 µM; hit rate 0.42% among 220,000; AID 1481; in the data active means inhibition above about 15%;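 further: 0% = DMSO vehicle and 100% = wells lacking enzyme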
# EBV gp42 block – blocks Epstein-Barr virus glycoprotein 42 binding | Q1HVG2 | Fluorescence polarization binding assay, mP read-out | hit rate 0.42% among 220,000 | inhibition, % (tested at 21.74 µM); in the data active means inhibition above about 50%
# Target sequence (Q1HVG2 whole entry, looked up): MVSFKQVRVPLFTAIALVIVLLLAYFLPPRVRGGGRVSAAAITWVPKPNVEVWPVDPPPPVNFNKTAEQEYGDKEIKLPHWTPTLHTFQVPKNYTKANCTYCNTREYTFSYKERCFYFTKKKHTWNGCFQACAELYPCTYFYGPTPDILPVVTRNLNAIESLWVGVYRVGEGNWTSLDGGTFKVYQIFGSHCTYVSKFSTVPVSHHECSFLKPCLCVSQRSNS
# Furin inhibitor – inhibitors of human furin. P09958. purified furin, fluorogenic substrate cleavage. inhibition, % at 30 µM. hit rate 0.061% among 220,000. AID 463115; in the data active means inhibition above about 25%; further: inactives centre near -15
# Target sequence (P09958 108-714 limits assumed): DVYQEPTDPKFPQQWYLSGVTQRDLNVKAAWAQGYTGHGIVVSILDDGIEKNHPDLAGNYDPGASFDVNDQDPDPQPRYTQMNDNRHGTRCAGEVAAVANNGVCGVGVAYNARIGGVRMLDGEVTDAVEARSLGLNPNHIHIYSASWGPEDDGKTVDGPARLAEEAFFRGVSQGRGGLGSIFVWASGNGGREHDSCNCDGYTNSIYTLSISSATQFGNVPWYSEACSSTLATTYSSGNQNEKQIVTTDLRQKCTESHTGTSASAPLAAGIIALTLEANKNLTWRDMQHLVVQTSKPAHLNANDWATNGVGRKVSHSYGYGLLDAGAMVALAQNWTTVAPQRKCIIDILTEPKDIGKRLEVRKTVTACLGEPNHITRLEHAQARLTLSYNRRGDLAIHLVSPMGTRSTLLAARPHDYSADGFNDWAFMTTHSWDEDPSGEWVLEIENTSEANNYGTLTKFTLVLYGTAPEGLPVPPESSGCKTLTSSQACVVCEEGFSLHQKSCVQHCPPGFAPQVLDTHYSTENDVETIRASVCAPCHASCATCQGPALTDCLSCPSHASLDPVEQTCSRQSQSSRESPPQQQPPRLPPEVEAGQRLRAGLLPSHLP
# An asterisk follows results filed as active; i = inactive; x = not tested or not shown; [ ] = dose if it differs, or a comment.
SMILES,Runt-SMMHC FRET,p47phox inh,Calpain2 inh,RBBP9 inh,Runt-CBFb FRET,TbHK1 inh,p97 inhibitor,EBV gp42 block,Furin inhibitor
CCCN1C2=NCCN2c2ccccc21,1,-6,-2,0,0,2,-2,-24,-26
Cc1ccc2c(c1)C(=O)C(=O)N2CC(=O)Nc1ccccc1NC(=O)c1ccccn1,-1,-7,-32,0,-1,-7,11,-1,-29
C(=C\c1ccccc1)/CNn1cnnc1,-4,-1,-3,7,-2,1,5,-11,-14
Cc1cc2c(N=NC(=O)C3CC3c3ccccc3)c(O)[nH]c2cc1Br (centres undefined),-3,-13,-24,1,-4,-1,1,-8,-6
CC(C)=CCC1=C(OCC(=O)O)C(=O)c2ccccc2C1=O,0,-12,-5,1,4,-13,32*,-12,-22
C=C1CSc2nc3ccccc3c(=O)n21,1,1,-101,-6,2,-13,8,-22,-18[20 µM]
O=[N+]([O-])c1ccc(C(=S)N2CCCC2)cc1,6,-8,-4,0,20,-5,2,-11,8
COc1cccc(Cn2c(Oc3ccccc3)nc3c2c(=O)n(C)c(=O)n3C)c1,1,-2,10,-10,-5,-3,2,6,-24
Cc1cc2nc(-c3ccc(SCC(=O)Nc4nccs4)nc3)[nH]c2cc1C,0,-11,-75,-3,-3,-7,4,-23,-15
CNC(=O)C(NC(=O)c1ccccc1)=C(C)C,-3,-9,-10,1,2,-7,7,-18,-26
CC(C)(C)C(=O)COC(=O)c1ccc(O)cc1,0,-7,3,-5,0,3,2,-8,-31[20 µM]
CCC(=O)Nn1c(C)nnc1C,-3,-4,11,-4,-3,0,-5,-14,-22

# Ordered by length of the SMILES (lowest first): some entries from above
SMILES,Runt-SMMHC FRET,p47phox inh,Calpain2 inh,RBBP9 inh,Runt-CBFb FRET,TbHK1 inh,p97 inhibitor,EBV gp42 block,Furin inhibitor
O=[N+]([O-])c1ccc(C(=S)N2CCCC2)cc1,6,-8,-4,0,20,-5,2,-11,8
Cc1cc2c(N=NC(=O)C3CC3c3ccccc3)c(O)[nH]c2cc1Br (centres undefined),-3,-13,-24,1,-4,-1,1,-8,-6
Cc1ccc2c(c1)C(=O)C(=O)N2CC(=O)Nc1ccccc1NC(=O)c1ccccn1,-1,-7,-32,0,-1,-7,11,-1,-29

# (list continues)
SMILES,Runt-SMMHC FRET,p47phox inh,Calpain2 inh,RBBP9 inh,Runt-CBFb FRET,TbHK1 inh,p97 inhibitor,EBV gp42 block,Furin inhibitor
COc1ccc(C(C)=O)cc1CSCC(=O)O,-4,-3,-20,-11,0,-4,-3,3,-18
CCOC(=O)C1=C(N)Oc2cc(C)oc(=O)c2C1c1cccnc1 (centres undefined),-3,-4,16,5,-3,4,7,-8,-23
CC(C)(C)c1cc(C(C)(C)C)n(-c2ccccc2)n1,-6,-8,-7,-4,0,-2,6,-13,-24
Cc1ccc(-n2c(SCC(=O)Nc3cc(C)on3)nc3c([nH]c4ccccc43)c2=O)cc1,0,-19,-14,-7,0,-3,6,-8,-14
CCN1CCN(CCC(=O)Nc2cccc(OC)c2)CC1,-4,-5,6,-3,x,-6,2,-10,-13[20 µM]
O=C(OCC(=O)N1CCN(C(=O)c2ccco2)CC1)c1cccc(S(=O)(=O)N2CCc3ccccc32)c1,0,5,30,-9,-2,-6,2,-5,5
COc1ccc(-n2cc(CN(C)CCO)c(-c3cccc(F)c3)n2)cc1,x,5,-52,-1,x,-2,3,1,-27
O=c1/c(=C/c2ccco2)sc2nc(-c3ccccc3Br)nn12,12,-16,-14,-8,40,0,4,-7,-13
CC(C)(C)c1nc(SCC(=O)c2ccccc2)c2ccccc2n1,16,-2,52*,-5,14,10,-1,-10,2
CC(=NCc1ccccc1)C1=C(O)COC1=O,-3,-13,-2,-7,-2,-6,-2,-4,-24
CC1(C)OC(=O)C(=CNCC(O)c2ccccc2)C(=O)O1 (centres undefined),6,0,1,-7,2,21,5,-5,-21
O=c1c(-c2ccnn2-c2ccc(F)cc2)cnc2n1CCS2,-6,1,-11,-8,0,-5,0,-2,-18[20 µM]
Cc1cc(C)c2cc3c(ccn3C3OC[C@H](O)[C@H](O)[C@H]3O)cc2n1 (some centres undefined),-174,-32,i,-3,-113,-16,1,94*,-19[20 µM]
COc1cc(/C=C2\SC(=S)N(CC(=O)Nc3ccccn3)C2=O)cc(OC)c1OC,-47,-94,-26,-7,1,-16,-1,-29,-17
Cc1ccc(CSc2nc3ncccc3[nH]2)cc1,-6,-3,1,-3,x,1,-6,-10,-5[20 µM]
O=C1CN(C(=O)CSc2nc3ccccc3c(=O)n2Cc2ccc(F)cc2)c2ccccc2N1,-1,-39,-46,-10,-4,32,13,-17,2
CCOC(=O)N1CCN(C(=O)CNC(=O)Cc2ccc(Cl)cc2)CC1,-1,0,-37,-7,-1,0,2,0,-16[20 µM]
COc1ccc(S(C)(=O)=O)cc1S(C)(=O)=O,1,-12,-7,12,0,4,11,-4,-23[20 µM]
CCN(CC)CC#Cc1ccc(C)cc1,2,-63,-9,-12,1,-8,1,-14,-14
O=C(Cn1cnc2c(nnn2Cc2ccc(Cl)cc2)c1=O)N1CCCc2ccccc21,-4,-3,-8,-2,-5,3,2,-1,-34[20 µM]
COc1ccc(OCC(=O)NNC(=O)C(=O)N2CCCC2)cc1,4,-5,33,-5,2,-3,2,-3,-19
Cc1ccc(CO/N=C\Cc2snc(Sc3ncc(C(F)(F)F)cc3Cl)c2C#N)cc1,8,-49,-29,4,2,9,2,-16,-22[20 µM]
CC(C)C(=O)N(Cc1cc2ccccc2[nH]c1=O)C(C)(C)C,3,0,-13,-1,0,15,-3,1,-15
CCNC(=O)c1ccc(CSc2ccc(Cl)cc2)cc1,0,3,7,5,1,1,-1,-2,-20
CCN(CC)CCCC(C)NC(=O)c1cccc(S(=O)(=O)N2CCc3ccccc32)c1 (centres undefined),-1,-18,6,4,2,8,2,-15,-26
O=C(Nc1ccc(F)cc1)C1CCC(CNc2c(N3CCCCC3)c(=O)c2=O)CC1 (centres undefined),9,-4,20,-5,1,-2,-3,-7,-5
CN1CCN(C(=O)C2CCC(CNS(=O)(=O)c3cccc4cccnc34)CC2)CC1 (centres undefined),0,-8,6,1,1,6,4,3,-25
CCOc1ccc(CCNc2nc3ccccc3n3cnnc23)cc1OCC,-5,-5,-2,9,-5,-5,-7,-2,-3
C=CCN(c1ccc(C(=O)Nc2ccc(NC(C)=O)cc2)cc1)S(C)(=O)=O,1,-4,-88,-5,0,-9,4,1,-24
CCOc1ccc(CNc2ncnc(N)n2)cc1,-2,-11,-22,4,0,-4,0,-23,-17[20 µM]
COc1ccc(CNc2nc(C)c([N+](=O)[O-])c(C)c2C#N)cc1,1,0,30,0,0,1,-4,29,-10
Cc1noc(C)c1C(=O)OCC(=O)Nc1cc(S(=O)(=O)N2CCOCC2)ccc1Cl,-4,-1,8,-4,-2,7,-8,0,-6
O=C1c2ccccc2C(=O)C1c1ccccn1,-1,-11,15,-8,0,-33,0,-4,-3
O=C1NCCN(Cc2c(F)cccc2Cl)C1CC(=O)N1CCCO1 (centres undefined),7,7,-94,7,5,-2,3,-3,-25
O=C(NCCN1CCOCC1)C1CCC(=O)N1C1CCCCC1 (centres undefined),4,5,-4,-9,1,1,-2,2,-23
COCCn1c(Cc2ccccc2)nnc1SCC(=O)N1CCCCC1C (centres undefined),-1,-11,-19,-7,0,-4,-3,-10,-12[20 µM]

# 5 entries picked at random from the list so far:
SMILES,Runt-SMMHC FRET,p47phox inh,Calpain2 inh,RBBP9 inh,Runt-CBFb FRET,TbHK1 inh,p97 inhibitor,EBV gp42 block,Furin inhibitor
COCCn1c(Cc2ccccc2)nnc1SCC(=O)N1CCCCC1C (centres undefined),-1,-11,-19,-7,0,-4,-3,-10,-12[20 µM]
O=C(NCCN1CCOCC1)C1CCC(=O)N1C1CCCCC1 (centres undefined),4,5,-4,-9,1,1,-2,2,-23
CCOc1ccc(CCNc2nc3ccccc3n3cnnc23)cc1OCC,-5,-5,-2,9,-5,-5,-7,-2,-3
C=CCN(c1ccc(C(=O)Nc2ccc(NC(C)=O)cc2)cc1)S(C)(=O)=O,1,-4,-88,-5,0,-9,4,1,-24
CCOc1ccc(CNc2ncnc(N)n2)cc1,-2,-11,-22,4,0,-4,0,-23,-17[20 µM]

# (listing goes on)
SMILES,Runt-SMMHC FRET,p47phox inh,Calpain2 inh,RBBP9 inh,Runt-CBFb FRET,TbHK1 inh,p97 inhibitor,EBV gp42 block,Furin inhibitor
O=C(O)c1ccccc1/C=N/NC(=S)NCc1ccccc1,-2,-1,30,-10,0,-16,0,-12,-10
Cc1c(/C=N\NC(=O)C2COc3ccc(C(C)(C)C)cc3O2)c2ccccc2n1C (centres undefined),-6,-40,-88,-6,0,-32,1,-3,-11
COc1ccccc1/C=C/C(=O)NCc1cccnc1,-3,-10,-28,-7,-1,1,-2,0,-1
CC(=O)c1ccc(NC(=S)N2CCCC(C(F)(F)F)C2)cc1 (centres undefined),-1,3,26,-4,1,-8,-3,10,-14
CCN(CC)S(=O)(=O)c1ccc2c(c1)c(=O)c(C(=O)NCc1ccc3c(c1)OCO3)cn2C,-9,-4,-55,-10,-5,-16,6,0,-27
Cn1cc(CCC(=O)NCc2ccc3c(c2)OCO3)c2ccccc21,2,-16,15,-2,7,-6,0,7,-3[20 µM]
O=C(Nc1ncc(Br)s1)C(Cc1ccccc1)n1cccc1 (centres undefined),-4,-26,7,-12,2,6,-5,-15,-3
O=C(COC(=O)CCC1CCCC1)Nc1ccc(Cl)cc1F,-2,-2,2,-8,-3,-4,0,-7,-18
O=C(NC(=S)Nc1ccc(CN2CCOCC2)cc1)c1cccc([N+](=O)[O-])c1,-3,-12,11,-5,5,-6,4,9,-18
COCCCn1c(SCC(=O)N(C)C)nnc1-c1ccccc1,3,6,7,6,-2,2,5,-30,-9
COc1ccc(CNC(=O)Cc2csc(Nc3nc(=S)[nH]c4ccccc34)n2)cc1,-53,-12,-109,-2,-25,-14,0,-33,-4[20 µM]
O=C(CSc1nnc(-c2cccnc2)n1C1CCCCC1)NC1CCCCC1,-7,-15,-14,-6,0,-1,-5,-11,-16[20 µM]
COc1ncccc1-c1nnn(-c2ccc(Cl)nc2)n1,0,-4,-5,0,-2,2,5,-4,-24
CC/C(=N\NC(=O)c1ccccc1Cl)c1ccc(Br)s1,-1,-1,-8,-9,-1,-6,3,-8,-23
CCC(C(=O)OCC(=O)Nc1ccccc1-c1ccccc1)c1ccccc1 (centres undefined),-2,-12,57*,-9,-3,5,-1,-15,-19
Cc1[nH]c2ccccc2c1[C@H]1[C@@H](CC#N)C1(C)C,0,-7,7,-1,-6,0,2,-11,-17[20 µM]
Nc1ccc(NC(=O)c2cccs2)cc1,-1,-1,-24,-6,0,-5,-1,-11,-7
O=C(O)c1cc(N/N=C/C=C/c2ccccc2)ccc1Cl,87*,-7,-67,-2,39,-14,4,-9,-1
COc1ccc(N2CCN(C(=O)NC3CC(=O)N(c4ccc(OC)cc4)C3)CC2)cc1 (centres undefined),4,-1,15,-10,0,-3,0,-11,-23
Cc1ccccc1S(=O)(=O)Cc1ccc(C(=O)NCCCOC(C)C)o1,-1,-5,-22,-7,-1,7,2,-13,-18
O=C(CCCCCn1c(=S)[nH]c2cc3c(cc2c1=O)OCO3)N1CCN(C2CCCCC2)CC1,3,-13,-26,-3,-1,-10,-3,-3,-15
Cc1ccccc1NC(=O)CCN1CCN(Cc2ccccc2)CC1,-3,-3,-25,-10,2,-6,0,-6,-22
CC1CCCCN1CCNC(=O)CC1Oc2ccccc2NC1=O (centres undefined),3,-14,-6,-8,2,4,3,-8,-19
Cn1c(C(=O)OC(C(=O)NC2CCCC2)c2cccnc2)cc2sccc21 (centres undefined),-1,-12,17,-7,-3,4,1,3,0[20 µM]
Cc1cc(=O)n(CC(C)O)c(O)c1C#N (centres undefined),-9,9,-1,-3,-4,-12,3,-8,-5[20 µM]

# Source: PubChem BioAssay (several laboratories)
